Assay outcomes from PubChem BioAssay.
PLK1 PBD inh: inhibitors of human PLK1 polo-box domain binding; Plk1 PBD binding of FITC phosphopeptide, fluorescence polarization; Potency, µM, inactives show max response, negative = inhibition, hits mostly inhibitors; hit rate 2.8% among 360,000; AID 720504; note: potency is the fitted concentration of half-maximal effect; series mostly up to about 57 µM; % is set by controls: 0 for no effect and ±100 for the full control effect; nearly all actives have a fitted effect of over 65% in size
Target sequence (P53350 whole entry, looked up, the tested form may be a part): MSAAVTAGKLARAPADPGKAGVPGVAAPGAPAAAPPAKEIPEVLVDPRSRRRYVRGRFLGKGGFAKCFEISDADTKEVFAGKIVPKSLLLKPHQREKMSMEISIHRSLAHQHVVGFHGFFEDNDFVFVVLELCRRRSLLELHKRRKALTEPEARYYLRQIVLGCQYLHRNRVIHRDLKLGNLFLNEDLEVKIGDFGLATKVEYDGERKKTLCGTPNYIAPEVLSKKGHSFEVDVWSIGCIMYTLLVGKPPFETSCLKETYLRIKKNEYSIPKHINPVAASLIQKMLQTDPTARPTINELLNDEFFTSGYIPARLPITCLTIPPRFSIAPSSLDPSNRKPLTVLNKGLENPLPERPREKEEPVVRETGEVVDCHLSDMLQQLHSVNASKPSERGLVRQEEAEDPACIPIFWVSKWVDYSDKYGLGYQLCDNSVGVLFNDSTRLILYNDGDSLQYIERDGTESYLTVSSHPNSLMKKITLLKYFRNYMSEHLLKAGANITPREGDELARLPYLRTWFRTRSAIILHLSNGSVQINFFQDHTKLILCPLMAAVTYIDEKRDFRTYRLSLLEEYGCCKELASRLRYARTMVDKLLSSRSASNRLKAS
MmCpn inh: blocks the Methanococcus maripaludis chaperonin Mm-Cpn. hit rate 0.031% among 330,000. Potency, µM (titrated, usually from 76.9 µM), for inactives: at the highest dose activity, negative = inhibition, actives largely listed as inhibitors. purified Mm-Cpn ATPase, ADP Transcreener TR-FRET; note: potency is the fitted concentration of half-maximal effect; % is set by controls: 0 for no effect and ±100 for the full control effect; nearly all actives have a fitted effect of over 80% in size
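Inhibition of chaperonin ATP hydrolysis is measured as reduced ADP production, detected by competitive TR-FRET in which signal falls with ADP. Final enzyme 25 nM and ATP 10 uM, reacted 30 min at 37°C.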
EPAC1 ag: EPAC1 (human) agonism. hit rate 0.073% among 360,000. EPAC1 agonist qHTS, biochemical assay; response scale: 100% = response to 6.5 mM cAMP. AID 720707. O95398. Potency, µM (doses to about 154 µM), without a hit: at the top dose activation, usual class: activators; note: potency is the fitted concentration of half-maximal effect; nearly all actives have a fitted effect of over 60% in size
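Nucleotide exchange assay: 100 nM EPAC1 with 250 nM Rap1B loaded with BODIPY-GDP and 50 uM GDP, room temperature. Fluorescence (480/540 nm) read every 5 min for 30 min; signal change normalized to 6.5 mM cAMP as full agonist.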
PI5P4K alpha inh: blocks human PI5P4K alpha kinase activity; P48426; PI5P4Kalpha enzyme, ADP-Glo luminescence, 60 min; active compounds read low; max response, %; hit rate 1.2% among 330,000; AID 652105; active = max response of -50% or lower; inconclusive = between -30% and -50%; inactive = -30% or higher; note: value at the top dose of about 77 µM; % is set by controls: 0 for no effect and ±100 for the full control effect
Target sequence (P48426 whole entry, looked up): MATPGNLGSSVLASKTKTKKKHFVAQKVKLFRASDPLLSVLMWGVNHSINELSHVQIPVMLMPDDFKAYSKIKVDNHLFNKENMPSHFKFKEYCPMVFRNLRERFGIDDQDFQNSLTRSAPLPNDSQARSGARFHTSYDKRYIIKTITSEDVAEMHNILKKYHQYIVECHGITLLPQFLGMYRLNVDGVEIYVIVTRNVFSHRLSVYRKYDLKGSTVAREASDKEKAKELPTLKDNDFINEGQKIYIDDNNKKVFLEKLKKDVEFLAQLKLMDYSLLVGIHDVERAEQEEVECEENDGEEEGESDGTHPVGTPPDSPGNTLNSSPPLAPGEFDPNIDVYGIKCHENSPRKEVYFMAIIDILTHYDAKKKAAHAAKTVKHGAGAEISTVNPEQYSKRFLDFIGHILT
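ADP-Glo luminescence end-point read after a 60 min room-temperature kinase reaction of PI5P4Kalpha plus substrate, initiated with ATP at 5 microM final. Buffer: 0.038 M HEPES pH 7.4, EGTA, 0.1% CHAPS, 5% DMSO.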
CCT modulator: cytosolic chaperonin activity modulation; purified chaperonin ATPase assay, HTRF ADP detection, 30 min; activity change, % (no concentration beside the values), hits read low; hit rate 0.3% among 360,000; AID 651819; in the data active = activity change below about -30%; note: % is set by controls: 0 for no effect and ±100 for the full control effect
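First, chaperonin was dispensed at 40 nM or 20 nM final depending on batch activity. Next, compounds were pinned at 76 uM and ATP added at 10 uM. After 30 min at 37 °C, ADP detection reagents ran 30 min at ambient temperature.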
EPAC2 antagonist: EPAC2 (human) antagonism; hit rate 0.18% among 360,000; EPAC2 GEF exchange of Rap1B-BODIPY-GDP, fluorescence; AID 720708; Potency, µM (top dose mostly 114 µM), without a hit: at the highest dose activity, negative = inhibition, actives largely listed as inhibitors; Q8WZA2; note: potency is the fitted concentration of half-maximal effect; % is set by controls: 0 for no effect and ±100 for the full control effect; nearly all actives have a fitted effect of over 45% in size; many of its hits are not listed in these tables
EPAC1 antag: blocks human EPAC1 exchange factor. EPAC1 GEF assay, Rap1b-BODIPY-GDP exchange fluorescence. Potency, µM (top dose mostly 115 µM), without a hit: at the top dose activity change, negative = inhibition, usual class: inhibitors. hit rate 0.14% among 360,000;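 note: potency is the fitted concentration of half-maximal effect; plate controls were vehicle for no effect and positive control for full effect; nearly all actives have a fitted effect of over 50% in size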
WRN helicase inh: inhibitors of human WRN helicase; WRN helicase unwinding, fluorescent forked duplex, kinetic; Q14191; Potency, µM (top dose mostly 114 µM), without a hit: at the top dose activity change, negative = inhibition, most hits filed as inhibitors; AID 651768; hit rate 0.46% among 360,000; note: potency is the fitted concentration of half-maximal effect; % is set by controls: 0 for no effect and ±100 for the full control effect; nearly all actives have a fitted effect of over 55% in size
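Kinetic red-fluorescence monitoring (525/598 nm) tracks WRN helicase activity after 100 nM fluorophore-quencher forked duplex and 2 mM ATP are added to 20 nM enzyme pretreated 15 min at room temperature with compound.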
The depositor's hits bear a star; ? = inconclusive; . = not tested or not shown; [ ] = dose if it differs, or a comment. Unless noted, calls come from the whole dose curve; as a rule, active = well fitted curve in the direction sought with a large enough effect; inconclusive = small, poorly fitted or top-dose-only effect, or another doubt; inactive = no such curve, though single readings can be large; an effect the other way counts as inactive or inconclusive.

SMILES,PLK1 PBD inh,MmCpn inh,EPAC1 ag,PI5P4K alpha inh,CCT modulator,EPAC2 antagonist,EPAC1 antag,WRN helicase inh
CCOC(=O)c1c(-c2ccc3ccccc3c2)csc1NC(=O)CCCC(=O)O,23.8µM*,-2.2%,26.1%,-1.7,2.9,-27.3%,-12.7%,-0.6%
CC(=O)C1C(c2ccc(F)cc2)NC(=O)NC1(O)C(F)(F)F (stereo not drawn),-4.2%,-1.4%,-3.8%,2.2,1.8,18.8%,6.5%,-1.4%
Cc1ccc(C(C(=O)NC(C)(C)C)N(CC2CCCO2)C(=O)c2csnn2)cc1 (stereo not drawn),-11.6%,-0.6%,-4.4%,-10.8,-4.9,2.3%,2.6%,4.4%
Cc1noc(C)c1COC(=O)CCCNC(=O)c1ccc(Cl)cc1,-7.2%,1.2%,9.2%,6.8,-1.2,0.5%,-9.2%,5.9%
Cc1ccc(NC(=O)c2ccco2)cc1NC(=O)CSc1nnc(-c2cccs2)n1C,-3.1%,2.0%,5.2%,.,0.4,-1.7%,6.8%,-1.9%
CCOC(=O)c1ccc(CSc2nnc(N)s2)cc1,-9.1%,-2.9%,2.5%,-2.2,-1.7,-0.4%,7.1%,-0.3%
CCOC(=O)c1cc2c(nc1N)CC(C)(CC)OC2 (stereo not drawn),?,1.0%[15.4 µM],3.5%,0.3,2.0,-6.0%,?,-2.5%
Cc1cccc(NC2=NCC(=O)N2CCc2ccccc2)c1,-6.2%,-0.4%,0.0%,2.2,0.5,1.0%,9.2%,-7.3%
CCC(=Nc1ccccc1)C1=C(O)CCCC1=O,1.4%,1.7%,-2.1%,-1.9,0.8,-1.4%,15.4%,-6.4%
Cc1ccc(OCCn2c(Br)nc3c2c(=O)n(C)c(=O)n3C)cc1,-0.2%,-5.7%,-3.6%,.,-0.7,16.0%,10.0%,-12.8%
COCCN1C(=O)c2ccc(C(=O)NCc3ccco3)cc2C1=O,-0.4%,1.9%,3.6%,-0.4,0.1,-1.6%,-0.7%,-14.9%
Cc1ccc2c(c1)/C(=C/c1ccccc1F)C(=O)N2,-3.8%,1.2%,2.3%,3.8,-0.9,7.3%,-18.4%,-8.1%
CCN(CC)C(=O)C(C)N(C#N)c1nc(C)cc(C)n1 (stereo not drawn),6.0%,0.1%,7.2%,-4.5,-3.0,-1.0%,7.8%,-26.4%[57.1 µM]
COc1cccc(N(C(=O)Cn2nnc(-c3ccc(C)cc3)n2)C(C(=O)NC(C)(C)C)c2c[nH]c3ccccc23)c1 (stereo not drawn),-5.6%,-0.4%,-18.2%,0.1,-0.1,-7.4%,-4.6%,-5.9%
COc1ccc(NC(=O)C2Cc3c(-c4ccco4)ccnc3O2)cc1OC (stereo not drawn),-11.5%,.,-7.0%,-7.6,-1.5,-7.4%,-3.8%,0.8%

Brought forward from above: two compounds, followed by the next part.
SMILES,PLK1 PBD inh,MmCpn inh,EPAC1 ag,PI5P4K alpha inh,CCT modulator,EPAC2 antagonist,EPAC1 antag,WRN helicase inh
COc1cccc(N(C(=O)Cn2nnc(-c3ccc(C)cc3)n2)C(C(=O)NC(C)(C)C)c2c[nH]c3ccccc23)c1 (stereo not drawn),-5.6%,-0.4%,-18.2%,0.1,-0.1,-7.4%,-4.6%,-5.9%
COc1ccc(NC(=O)C2Cc3c(-c4ccco4)ccnc3O2)cc1OC (stereo not drawn),-11.5%,.,-7.0%,-7.6,-1.5,-7.4%,-3.8%,0.8%
CCCCn1c(N)c(N(CC(C)C)C(=O)C2CC(=O)N(c3ccc4c(c3)OCCO4)C2)c(=O)[nH]c1=O (stereo not drawn),-6.2%,-2.6%,-16.1%,0.5,-1.7,10.2%,-3.4%,-13.2%
CNC(=O)CSc1nnc(-c2ccco2)n1-c1cc(C)ccc1C,-1.9%,0.1%,18.1%,-1.2,-3.8,-6.8%,6.3%,-1.9%
COc1ccccc1C(=O)NC(=S)Nc1cc(C(=O)O)ccc1C,?,2.1%,1.4%,0.2,2.4,20.9%,-0.1%,-12.9%
O=C(O)c1ccccc1/C=N/NC(=O)C1CCCCC1,10.7%,2.0%,-6.9%,-7.7,-2.2,3.6%,8.4%,2.5%
COc1ccc([C@H]2CC(=O)C=C(c3ccc(C)c(F)c3)C2)cc1,-2.5%,-1.6%,-8.6%,-3.9,-1.2,2.0%,2.3%,-9.4%
Cc1cc(C=C2C(=O)c3ccccc3C2=O)c(C)n1C,-13.6%,-8.0%,-0.5%,-14.9,-3.9,6.2%,-8.2%,-17.4%
COc1ccc(CCNC(=O)c2cc(-c3ccccc3O)n[nH]2)cc1OC,-1.8%,0.7%,-6.1%,-1.1,-0.5,6.6%,3.3%,8.4%
Cc1ccc(NC(=S)Nc2ccc(F)cc2)cc1,-0.6%,-1.8%,2.8%,3.7,-1.9,8.7%,-5.3%,-0.7%
CCN(CC)c1ccc(NC(=O)COc2ccccc2C#N)cc1S(=O)(=O)Nc1ccc(OC)cc1,?,-13.3%,-3.2%,-7.2,-0.6,3.0%,?,-7.3%
Cc1ccc(S(=O)(=O)NC2CCCCCC2)cc1,0.6%,3.9%,-10.2%,22.4,2.2,4.1%,-19.3%,-2.5%
CCCCn1c(N)c(N(CCC(C)C)C(=O)CSc2nncn2-c2ccccc2)c(=O)[nH]c1=O,3.0%,1.7%,-9.6%,-2.6,-0.3,30.8%[activator],11.0%,6.4%
COc1ccc(-c2cn[nH]c2-c2ccc(O)cc2O)cc1,-6.5%,-3.8%,-3.1%,-8.5,-4.0,-2.0%,-3.2%,0.5%
CCOc1cc(CNc2ccc(N3CCN(C(C)=O)CC3)cc2)cc(Br)c1OC,6.7%,-7.6%,-10.3%,-4.6,-0.2,1.3%,4.5%,-26.2%[57.1 µM]
COc1cccc2cc(C(C)N(CCCN3CCOCC3)C(=O)Nc3ccc(Cl)cc3)oc12 (stereo not drawn),-6.0%,-1.6%,18.5%,1.3,-2.8,-4.5%,0.0%,-5.8%
COc1ccc(S(=O)(=O)N2CCCCCC2)cc1C(=O)NCc1cccs1,-0.9%,-2.3%,7.0%,2.0,1.0,10.0%,13.5%,-0.4%
COc1ccc2c(c1)CC(=O)NC=C2,-18.0%,0.4%,3.9%,-16.5,-1.4,1.6%,6.0%,6.1%
CCN(Cc1ccccc1)C(=O)CN1C(=O)COc2ccc(S(=O)(=O)NC3CCCC3)cc21,1.3%,2.7%,1.8%,-1.1,0.2,2.6%,0.0%,11.0%
CC(C)NC(=O)C1Cc2c(-c3ccccc3Oc3ccccc3)ccnc2O1 (stereo not drawn),-10.3%,.,-3.7%,-7.1,-1.3,-15.6%,2.3%,2.1%
OC1CCCN(c2ncnc3c2nnn3Cc2c(F)cccc2Cl)C1 (stereo not drawn),-14.7%,0.2%,6.1%,-2.1,-0.1,2.6%,-7.9%,0.4%
O=C(N/N=C/c1cccs1)c1cccnc1,4.5%,-2.9%,1.3%,-9.0,-4.5,5.4%,15.4%,6.8%
CCOC(=O)CCCn1ccc2cc(S(=O)(=O)N3CCCC3)ccc21,-5.0%,0.5%,-1.1%,1.2,1.2,-4.0%,9.1%,-2.8%
COc1ccccc1CN1CCC(n2nccc2NC(=O)CCCc2ccccc2)CC1,-7.5%,-0.2%,-4.4%,1.3,0.4,-8.8%,9.3%,2.1%
O=c1[nH]c(C2CCCN(S(=O)(=O)c3ccc(F)cc3)C2)nc2c1nnn2Cc1ccccc1 (stereo not drawn),-10.3%,-1.6%,4.7%,.,1.5,-3.0%,6.6%,-3.2%
Cc1cc(OC(C)C(=O)NCCCN2CCOCC2)c2c(C)c(C)c(=O)oc2c1 (stereo not drawn),-10.1%,-3.7%,14.1%,-2.9,-1.3,1.5%,6.2%,-13.3%
O=C1CCC(CCc2nc3ccccc3[nH]2)(c2ccccc2)C(=O)N1 (stereo not drawn),1.6%,.,-2.7%,18.3,-4.4,1.3%,2.0%,-0.1%
O=C(Nc1ccc(F)cc1)C(c1cc2ccccc2o1)N1CCN(c2ccncc2)CC1 (stereo not drawn),1.0%,.,-5.3%,1.2,.,-7.3%,2.1%,-0.4%
COc1cccc(C(=O)Nc2ccccc2F)c1,-21.4%,0.1%,11.9%,2.5,-3.4,2.2%,-9.3%,-1.9%
COc1ccc(C2C(C(=O)NCC3CCCO3)CCC(=O)N2c2ccc3c(c2)OCO3)cc1 (stereo not drawn),-9.2%,1.0%,-2.5%,-3.9,-2.1,3.3%,-3.6%,0.8%
CCc1ccccc1N(C)C(=O)CCc1nc(-c2ccc(C)cc2)no1,-2.5%,-1.8%,7.5%,18.1,0.3,-6.5%,-3.6%,-8.8%[57.1 µM]
NS(=O)(=O)c1ccc(CCNC(=O)COC(=O)CCc2c[nH]c3ccccc23)cc1,-20.5%,0.7%,5.4%,-0.4,-1.7,-10.5%,-10.7%,-26.0%
CCOc1ccc(/C(O)=C2/C(=O)C(=O)N(CCCn3ccnc3)C2c2cccs2)cc1Cl (stereo not drawn),0.3%,-1.3%,-0.5%,0.4,0.5,-0.2%,-11.7%,-5.7%
COc1ccc2ccc(OCC(=O)NCC3CCCO3)cc2c1 (stereo not drawn),-5.2%,1.4%,-1.2%,0.8,-0.6,11.5%,-29.5%,3.3%
O=C(O)CC(C(=O)O)c1cn(Cc2ccccc2)c2ccccc12 (stereo not drawn),-10.1%,-1.3%,0.0%,-21.2,-2.4,1.0%[57.1 µM],-12.1%,-11.6%
CC1CCN(C(=O)CSc2nc3cccnc3n2C)CC1,-5.2%,1.7%,1.7%,2.2,-0.7,17.0%,11.2%,-5.7%
Cc1cccc(N2CCN(C(=O)C3CCCN(S(=O)(=O)c4c(C)noc4C)C3)CC2)c1C (stereo not drawn),-5.8%,.,-6.0%,-3.2,1.3,-3.9%,0.7%,3.6%

These rows are one share of the data, so the mix of outcomes need not match the whole.
